Screens (PubChem BioAssay)
MEP2 TOR yeast: modulators of MEP2-GFP levels in yeast, primary screen, S. cerevisiae, multiplex flow cytometry, MLPCN library | S. cerevisiae MEP2-GFP strain, 3 h; 100% = DMSO control level | GFP response vs DMSO, % at 10 µM | actives 0.51% (n = 330,000) | AID 2016, 2009;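 active = GFP response versus DMSO above a set limit, roughly screen mean plus 3 SD, cut at about 180% in these data; inconclusive = fewer than 70 cells counted for a yeast strain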;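 note: median GFP fluorescence of the barcode-gated MEP2-GFP cells per well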
CIT2 TOR yeast: modulators of CIT2-GFP expression in yeast, primary screen, S. cerevisiae, GFP fusion, multiplex flow cytometry, MLPCN library; S. cerevisiae CIT2-GFP strain, 3 h; 100 means same as DMSO wells; GFP response vs DMSO, % at 10 µM; actives 0.065% (n = 320,000); AID 2029, 2009;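 active = GFP response relative to DMSO above a set limit, near the screen mean plus 3 SD, cut at about 150% in these data; inconclusive = Fewer than 70 cells measured for a yeast strain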;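 note: ratio of well median GFP fluorescence to mean of DMSO wells on the plate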
AGP1 TOR yeast: modulators of AGP1-GFP expression in yeast TOR pathway, primary screen, cell-based, multiplex flow cytometry, S. cerevisiae, MLPCN library; 3 h; GFP as percent of DMSO wells; GFP response vs DMSO, % at 10 µM; actives 0.02% (n = 320,000); AID 2066, 2009;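 active = GFP response relative to DMSO above a set limit, near screen average plus 3 SD, cut at about 150% in these data; inconclusive = fewer than 70 cells counted for the yeast strain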;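 note: median GFP channel fluorescence of the gated AGP1 strain per well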
JMJD2C inh: inhibitors of GASC-1 histone demethylase, primary screen, biochemical, fluorescence, DELFIA europium; Lysine-specific demethylase 4C (Homo sapiens), Q9H3R0; GST-JMJD2C(1-420) H3K9me3 demethylation; inhibition, % at 2.35 µM; actives 0.069% (n = 330,000);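 active = more than half of a compound's replicate wells show inhibition beyond 50%, single wells judged on their own value; inconclusive = some, but no more than half, of replicates pass 50% inhibition; inactive = no replicate passes 50% inhibition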;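 note: signal counts dimethyl H3K9 product captured on neutravidin plate; 0% = median of DMSO wells and 100% = 0.3 times that DMSO median; strong numbers were not always called active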
VLA-4 inh: inhibition in human VLA-4 binding assay, primary screen, VLA-4 allosteric modulator project, MLPCN library, flow cytometry, VLA-4 expressing cells | actives 0.2% (n = 330,000) | ligand binding flow cytometry | inhibition, % (about 7 µM as worked out from the volumes in the protocol) | AID 2557, 2010; in the data active = inhibition above about 50%
GRK2 inh: compounds blocking aptamer binding on GRK2 – biochemical, human GRK2, bead flow cytometry, HTS, primary screen; Beta-adrenergic receptor kinase 1 (Homo sapiens), P25098; inhibition of aptamer binding, % at 10 µM; AID 488847, 2010; actives 0.59% (n = 330,000); FAM-aptamer displacement from GRK2;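 active = inhibition of aptamer binding above 40%, roughly 3 SD of noise, on plates passing a quality check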;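 note: median bead fluorescence of bound FAM aptamer so fluorescent compounds give negative values; no value below 0 was filed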
Target sequence (P25098 whole entry, looked up): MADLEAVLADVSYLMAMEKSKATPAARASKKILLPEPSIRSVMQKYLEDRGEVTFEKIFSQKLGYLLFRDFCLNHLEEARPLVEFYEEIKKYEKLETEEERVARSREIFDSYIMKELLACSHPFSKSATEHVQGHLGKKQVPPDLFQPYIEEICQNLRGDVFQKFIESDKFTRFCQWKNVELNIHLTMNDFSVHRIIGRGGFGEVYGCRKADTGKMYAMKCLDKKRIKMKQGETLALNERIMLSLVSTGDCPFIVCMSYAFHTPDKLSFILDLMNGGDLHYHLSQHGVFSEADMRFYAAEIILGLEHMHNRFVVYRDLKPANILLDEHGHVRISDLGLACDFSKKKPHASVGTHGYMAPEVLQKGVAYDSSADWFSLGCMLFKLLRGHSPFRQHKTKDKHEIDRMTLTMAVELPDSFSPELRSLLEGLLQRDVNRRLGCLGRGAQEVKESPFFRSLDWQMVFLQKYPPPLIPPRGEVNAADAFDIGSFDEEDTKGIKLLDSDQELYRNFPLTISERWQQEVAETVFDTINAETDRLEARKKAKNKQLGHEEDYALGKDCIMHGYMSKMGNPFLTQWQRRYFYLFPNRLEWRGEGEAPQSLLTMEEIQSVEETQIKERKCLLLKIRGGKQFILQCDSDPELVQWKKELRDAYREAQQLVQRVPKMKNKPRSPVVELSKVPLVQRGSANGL
RPL19A-GFP yeast: RPL19A-GFP expression modulators in yeast, primary screen, cell-based, S. cerevisiae, multiplex flow cytometry, MLPCN; S. cerevisiae RPL19A-GFP strain, 3 h; hits give low values; percent response vs DMSO, % at 10 µM; actives 0.3% (n = 330,000);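 active = percent response vs DMSO below 50%; inconclusive = fewer than 70 events counted for the yeast strain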;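 note: median channel GFP fluorescence of the barcoded RPL19A-GFP strain; ratio of sample median GFP to plate DMSO average so 100% = DMSO; lower means less RPL19A-GFP as with rapamycin TOR inhibition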
LAP4-GFP MLPCN: modulators of LAP4-GFP expression in yeast, primary screen, S. cerevisiae, multiplex flow cytometry, MLPCN library; 3 h; median GFP as percent of DMSO wells; GFP response vs DMSO, % at 10 µM; actives 0.34% (n = 320,000);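 active = GFP response vs DMSO above a set limit, about the screen mean plus 3 SD, cut at about 150% in these data; inconclusive = under 70 cell events counted for the yeast strain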
* hit, by the source's call. Not a hit list (roughly 1.7% active in at least one column).

CCOC(=O)N1CCN(C(=O)/C=C/c2ccc(C(C)(C)C)cc2)CC1 was read as MEP2 TOR yeast 105, CIT2 TOR yeast 100, AGP1 TOR yeast 106, JMJD2C inh -36, VLA-4 inh 2, GRK2 inh 0, RPL19A-GFP yeast 104 and LAP4-GFP MLPCN 98.
For Cc1csc(=O)n1CCC(=O)OCC(=O)NCc1ccc(Cl)cc1Cl the results were MEP2 TOR yeast 106, CIT2 TOR yeast 111, AGP1 TOR yeast 132, JMJD2C inh -3, VLA-4 inh 25, GRK2 inh 0, RPL19A-GFP yeast 109 and LAP4-GFP MLPCN 115.
O=C(NCC1CCCO1)c1cccc(S(=O)(=O)NCc2ccccc2)c1 (centres undefined) was read as MEP2 TOR yeast 96, CIT2 TOR yeast 108, AGP1 TOR yeast 101, JMJD2C inh 13, VLA-4 inh 0, GRK2 inh 2, RPL19A-GFP yeast 98 and LAP4-GFP MLPCN 102.
O=C(COc1ccc(Br)cc1Br)NC(=S)N1CCCc2ccccc21 was read as MEP2 TOR yeast 97, CIT2 TOR yeast 99, AGP1 TOR yeast 98, JMJD2C inh 6, VLA-4 inh 6, GRK2 inh 0, RPL19A-GFP yeast 95 and LAP4-GFP MLPCN 100.
Screening CCOC(=O)C1(CC2CC2)CCN(Cc2cnc(-c3ccccc3C)nc2)CC1 returned MEP2 TOR yeast 96, CIT2 TOR yeast 97, AGP1 TOR yeast 98, JMJD2C inh -8, VLA-4 inh 0, GRK2 inh 0, RPL19A-GFP yeast 97 and LAP4-GFP MLPCN 122.
Screening O=S(=O)(c1ccc(F)cc1)N1CCN(C(=S)NCC2CCCO2)CC1 (centres undefined) returned MEP2 TOR yeast 97, CIT2 TOR yeast 96, AGP1 TOR yeast 104, JMJD2C inh 2, VLA-4 inh 9, GRK2 inh 2, RPL19A-GFP yeast 96 and LAP4-GFP MLPCN 96.
O=C(Nc1ccccc1)Oc1ccc[nH]c1=O was read as MEP2 TOR yeast 105, CIT2 TOR yeast 103, AGP1 TOR yeast 100, JMJD2C inh -17, VLA-4 inh 4, GRK2 inh 2, RPL19A-GFP yeast 104 and LAP4-GFP MLPCN 96.
Screening CC1CCN(Cc2c(C(=O)N/N=C/c3ccccc3O)nnn2-c2nonc2N)CC1 returned MEP2 TOR yeast 104, CIT2 TOR yeast 111, AGP1 TOR yeast 107, JMJD2C inh inconclusive, VLA-4 inh 0, GRK2 inh 1, RPL19A-GFP yeast 106 and LAP4-GFP MLPCN 102.
Screening COC(=O)c1ccccc1NC(=O)CSc1n[nH]c(CC(C)C)n1 returned MEP2 TOR yeast 114, CIT2 TOR yeast 105, AGP1 TOR yeast 102, JMJD2C inh -7, VLA-4 inh -17, GRK2 inh 4, RPL19A-GFP yeast 103 and LAP4-GFP MLPCN 99.
Screening COC(=O)c1c(NC(=O)CSc2nnnn2-c2ccccc2)sc2c1CCC(C(C)(C)C)C2 (centres undefined) returned MEP2 TOR yeast 103, CIT2 TOR yeast 101, AGP1 TOR yeast 101, JMJD2C inh 143, VLA-4 inh -2, GRK2 inh 0, RPL19A-GFP yeast 103 and LAP4-GFP MLPCN 102.
Screening CCOC(=O)c1ccc(NC(=O)Cc2cccs2)cc1 returned MEP2 TOR yeast 102, CIT2 TOR yeast 86, AGP1 TOR yeast 86, JMJD2C inh 1, VLA-4 inh -7, GRK2 inh 1, RPL19A-GFP yeast 106 and LAP4-GFP MLPCN 91.
Screening Cc1nc2cc(N)ccc2n1-c1ccccc1 returned MEP2 TOR yeast 101, CIT2 TOR yeast 100, AGP1 TOR yeast 96, JMJD2C inh -15, VLA-4 inh 0, GRK2 inh 0, RPL19A-GFP yeast 103 and LAP4-GFP MLPCN 99.
For Cc1cccc(C)c1NC(=O)Cn1cnc2c(=O)n(C)c(=O)n(C)c21 the results were MEP2 TOR yeast 105, CIT2 TOR yeast 97, AGP1 TOR yeast 105, JMJD2C inh -17, VLA-4 inh 0, GRK2 inh 0, RPL19A-GFP yeast 107 and LAP4-GFP MLPCN 109.
Screening COc1ccc(-c2ccc(N)cn2)cn1 returned MEP2 TOR yeast 87, CIT2 TOR yeast 98, AGP1 TOR yeast 97, JMJD2C inh -5, VLA-4 inh 5, GRK2 inh 0, RPL19A-GFP yeast 94 and LAP4-GFP MLPCN 99.
`O=C(NCCS(=O)(=O)N1CCC2(CC1)OCCO2)c1ccc(F)cc1` gave MEP2 TOR yeast 96, CIT2 TOR yeast 103, AGP1 TOR yeast 113, JMJD2C inh -6, VLA-4 inh 6, GRK2 inh 0, RPL19A-GFP yeast 104 and LAP4-GFP MLPCN 116.
Screening C/C(N)=C(\C#N)C(=O)NCc1ccccn1 returned MEP2 TOR yeast 100, CIT2 TOR yeast 94, AGP1 TOR yeast 101, JMJD2C inh -5, VLA-4 inh 7, GRK2 inh 0, RPL19A-GFP yeast 97 and LAP4-GFP MLPCN 98.
For Cc1ccc(S(=O)(=O)NCc2nnc(SCC(=O)Nc3cccc(C)c3C)n2C)cc1 the results were MEP2 TOR yeast 97, AGP1 TOR yeast 102, JMJD2C inh 2, VLA-4 inh -6, GRK2 inh 0, RPL19A-GFP yeast 103 and LAP4-GFP MLPCN 99.
CCc1cc(C(=O)Cc2nc3ccccc3s2)c(O)cc1OCC(=O)O was read as MEP2 TOR yeast 98, CIT2 TOR yeast 82, AGP1 TOR yeast 92, JMJD2C inh 6, VLA-4 inh -1, GRK2 inh 1, RPL19A-GFP yeast 96 and LAP4-GFP MLPCN 100.
`COc1ccc(Cl)cc1N(CC(=O)NC(C(C)C)C(C)C)S(C)(=O)=O` gave MEP2 TOR yeast 82, CIT2 TOR yeast 112, AGP1 TOR yeast 95, JMJD2C inh 2, VLA-4 inh -3, GRK2 inh 4, RPL19A-GFP yeast 100 and LAP4-GFP MLPCN 86.
O=C(c1nc[nH]c1C(=O)N1CCc2ccccc2C1)N1CCc2ccccc2C1 was read as MEP2 TOR yeast 101, CIT2 TOR yeast 103, AGP1 TOR yeast 102, JMJD2C inh -8, VLA-4 inh 0, GRK2 inh 0, RPL19A-GFP yeast 99 and LAP4-GFP MLPCN 101.
`Cn1c(CCNC(=O)c2ccco2)nc2ccccc21` gave MEP2 TOR yeast 104, CIT2 TOR yeast 101, AGP1 TOR yeast 105, JMJD2C inh -13, VLA-4 inh -6, GRK2 inh 0, RPL19A-GFP yeast 100 and LAP4-GFP MLPCN 107.
O=C(Nc1ccc(F)cc1)c1ccc(S(=O)(=O)N2CCOCC2)o1 was read as MEP2 TOR yeast 96, CIT2 TOR yeast 97, AGP1 TOR yeast 97, JMJD2C inh 8, VLA-4 inh 5, GRK2 inh 1, RPL19A-GFP yeast 97 and LAP4-GFP MLPCN 102.
`Cc1ccc(NC(=O)C(CC(C)C)NC(=O)C2CCC(C)CC2)nc1` (centres undefined) gave MEP2 TOR yeast 131, CIT2 TOR yeast 107, AGP1 TOR yeast 102, JMJD2C inh 137, VLA-4 inh 8, GRK2 inh 7, RPL19A-GFP yeast 98 and LAP4-GFP MLPCN 104.
Screening COC(=O)c1[nH]c2cc(OC)c(OC)cc2c1/C=N/Nc1ccccc1 returned MEP2 TOR yeast 107, CIT2 TOR yeast 107, AGP1 TOR yeast 88, JMJD2C inh -5, VLA-4 inh 15, GRK2 inh 0, RPL19A-GFP yeast 109 and LAP4-GFP MLPCN 80.
`Cc1cc(C(=O)N/N=C/c2c(C)n(C)c3ccccc23)n[nH]1` gave MEP2 TOR yeast 104, CIT2 TOR yeast 98, AGP1 TOR yeast 98, JMJD2C inh -5, VLA-4 inh -12, GRK2 inh 0, RPL19A-GFP yeast 98 and LAP4-GFP MLPCN 93.
Screening CCC(C)(C)NC(=O)CCn1c(-c2ccccc2)cc(C(C)=O)c1C returned MEP2 TOR yeast 94, CIT2 TOR yeast 99, AGP1 TOR yeast 99, JMJD2C inh -15, VLA-4 inh 12, GRK2 inh 0, RPL19A-GFP yeast 103 and LAP4-GFP MLPCN 89.
CCOC(=O)c1c(-c2ccccc2)cn2ccccc12 was read as MEP2 TOR yeast 104, CIT2 TOR yeast 104, AGP1 TOR yeast 98, JMJD2C inh 4, VLA-4 inh -6, GRK2 inh 0, RPL19A-GFP yeast 101 and LAP4-GFP MLPCN 107.
O=C(O)c1ccccc1N1C(=O)c2cccc3cccc(c23)C1=O was read as MEP2 TOR yeast 90, CIT2 TOR yeast 96, AGP1 TOR yeast 91, JMJD2C inh -6, VLA-4 inh 1, GRK2 inh 3, RPL19A-GFP yeast 95 and LAP4-GFP MLPCN 84.
`O=C(OC(C(=O)Nc1ccc(Cl)cc1C(F)(F)F)c1ccccc1)c1c(Cl)cccc1Cl` (centres undefined) gave MEP2 TOR yeast 108, CIT2 TOR yeast 98, AGP1 TOR yeast 109, JMJD2C inh -4, GRK2 inh 3, RPL19A-GFP yeast 106 and LAP4-GFP MLPCN 103.
C/C(N)=C(/C#N)C(=O)COC(=O)C1CSC2(c3ccc(F)cc3)CCC(=O)N12 (centres undefined) was read as MEP2 TOR yeast 100, CIT2 TOR yeast 91, AGP1 TOR yeast 98, JMJD2C inh 1, VLA-4 inh 13, GRK2 inh 4, RPL19A-GFP yeast 98 and LAP4-GFP MLPCN 94.
Screening CC(C(=O)NCc1ccco1)n1cc([N+](=O)[O-])cn1 (centres undefined) returned MEP2 TOR yeast 96, CIT2 TOR yeast 96, AGP1 TOR yeast 92, JMJD2C inh 23, VLA-4 inh 7, GRK2 inh 0, RPL19A-GFP yeast 96 and LAP4-GFP MLPCN 96.
`CCc1ccc(N(C(=O)c2ccoc2C)C(C(=O)NC2CCCC2)c2ccc(OC)cc2)cc1` (centres undefined) gave MEP2 TOR yeast 107, CIT2 TOR yeast 105, AGP1 TOR yeast 103, JMJD2C inh 3, VLA-4 inh 2, GRK2 inh 0, RPL19A-GFP yeast 99 and LAP4-GFP MLPCN 93.
CC(Nc1nc(-c2ccncc2)nc2ccccc12)c1ccccc1 (centres undefined) was read as MEP2 TOR yeast 107, CIT2 TOR yeast 81, AGP1 TOR yeast 58, JMJD2C inh 3, VLA-4 inh -2, GRK2 inh 0, RPL19A-GFP yeast 101 and LAP4-GFP MLPCN 86.
Screening CCOC(=O)c1[nH]c(=O)[nH]c1CN(Cc1ccco1)Cc1[nH]c(=O)[nH]c1C(=O)OCC returned MEP2 TOR yeast 95, CIT2 TOR yeast 86, AGP1 TOR yeast 91, JMJD2C inh -10, VLA-4 inh 12, GRK2 inh 6, RPL19A-GFP yeast 99 and LAP4-GFP MLPCN 88.
For COC(=O)[C@@H]1C[C@@]2(O)[C@H](O)[C@H](O)[C@H](O)C[C@H]2N1Cc1cc(OC)cc(OC)c1 the results were MEP2 TOR yeast 113, CIT2 TOR yeast 101, AGP1 TOR yeast 103, JMJD2C inh 26, VLA-4 inh -6, GRK2 inh 0, RPL19A-GFP yeast 99 and LAP4-GFP MLPCN 102.
